SSB-PriA inh: inhibitors of Klebsiella pneumoniae PriA binding to SSB C-terminal tail. AlphaScreen SSBct-PriA binding, biotinylated peptide. inhibition, % at 33 µM. actives 0.6% (n = 430,000); in the data active = inhibition mostly above about 37%, no sharp cut-off; inactive = mostly below about 20%;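 note: plate controls were negative control peptide for no effect and reference peptide for full effect; strong numbers were not always called active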
* = called active by the depositor; & = joins results of further samples. Some of the compounds tested; rates above refer to the full screens.

Screening O=C(Nc1nc(-c2ccc([N+](=O)[O-])cc2)cs1)c1ccno1 returned SSB-PriA inh 0.0.
CON=Cc1ccc(N2CCN(C(=O)c3cccc(Cl)c3)CC2)c([N+](=O)[O-])c1 was read as SSB-PriA inh 25.4.
For CCOc1ccccc1NC(=O)C(=O)NCCN1CCN(c2ccccc2)CC1 the results were SSB-PriA inh -1.0.
O=C(c1cc2ccccc2[nH]1)N1CCN(c2ncccn2)CC1 was read as SSB-PriA inh 11.0.
For Cn1c(COc2ccc3c(c2)OCO3)nnc1SCCCN1C(=O)c2cccc3cccc(c23)C1=O the results were SSB-PriA inh -1.0&8.0.
For CC(C)c1ccccc1NC(=O)[C@@H]1COCC(=O)N1Cc1ccccc1 the results were SSB-PriA inh -8.0.
CC(N)C(=O)Nc1nc(-c2ccccn2)cs1 (configuration not stated) was read as SSB-PriA inh 59.1.
CSc1ccccc1CN1CCC(CNC(=O)c2ccc(Cl)s2)CC1 was read as SSB-PriA inh 1.0.
`CCOc1cc(S(=O)(=O)NCCCn2ccnc2)ccc1Br` gave SSB-PriA inh -7.0.
O=S(=O)(NCC1(Sc2ccccc2)CCOCC1)c1ccc(C(F)(F)F)cc1 was read as SSB-PriA inh -9.0.
COc1cn(CC(=O)NCc2ccc3c(c2)OCO3)c(CN2CCN(c3ccc(F)cc3)CC2)cc1=O was read as SSB-PriA inh -13.0&-3.0.
For O=C(CCSc1ccccc1)N1CCC(Cn2c(C(F)(F)F)nc3ccccc32)CC1 the results were SSB-PriA inh -6.0.
For O=C(c1cc(C2CC2)on1)N1CCC(Oc2ccc(C(F)(F)F)cn2)CC1 the results were SSB-PriA inh -9.0.
Cc1cc(CCNC(=O)c2cc(=O)c3ccccc3o2)on1 was read as SSB-PriA inh -7.0.
CCN(CC)CCN(C(=O)c1cc(-c2ccccc2)nc2ccccc12)c1nc2c(C)cccc2s1 was read as SSB-PriA inh -7.0&0.0.
CC(=NNC(=O)c1ccccc1)c1ccc(C)c([N+](=O)[O-])c1 was read as SSB-PriA inh -11.9.
`CC(/C=C/c1ccccc1F)=NNC(=O)c1ccc(Cl)cc1` gave SSB-PriA inh -5.8.
For CC(=O)c1ccc(S(=O)(=O)NCc2cncc(-c3cccs3)c2)cc1 the results were SSB-PriA inh 0.0.
`COC(=O)c1ccc(C(=O)NC[C@H](O)c2ccc(SC)cc2)cc1` gave SSB-PriA inh -2.0.
For CCc1ccccc1NC(=O)C1CN(C(C)=O)C1 the results were SSB-PriA inh 0.0.
Screening O=C(CCCc1ccccc1)NCCS(=O)(=O)N1CCN(c2cccc(Cl)c2)CC1 returned SSB-PriA inh -24.0.
O=C(CCn1c(=O)[nH]c2cc3c(cc2c1=O)OCO3)NCCc1cccs1 was read as SSB-PriA inh -19.0.
For CC(C)(C)C(O)CCNC(=O)c1ccc(OC(F)(F)F)cc1 (configuration not stated) the results were SSB-PriA inh 8.0.
Screening Cc1ccc(S(=O)(=O)NC[C@H]2CCCN2c2ccccc2)s1 returned SSB-PriA inh 34.0*.

Random excerpt: two entries already listed.
For CC(C)c1ccccc1NC(=O)[C@@H]1COCC(=O)N1Cc1ccccc1 the results were SSB-PriA inh -8.0.
O=C(c1cc2ccccc2[nH]1)N1CCN(c2ncccn2)CC1 was read as SSB-PriA inh 11.0.

The list continues:
For Cc1nn(CC(=O)Oc2ccc(Cl)cc2)c(C)c1Cl the results were SSB-PriA inh -5.0.
CCCc1nnsc1C(=O)N1CCN(S(=O)(=O)C2CC2)CC1 was read as SSB-PriA inh -4.0.
For O=C(CN1CCCCCCC1)NN=Cc1ccc(F)cc1F the results were SSB-PriA inh -1.9.
`O=C(CSc1nc2c(-c3ccccc3)c[nH]c2c(=O)n1C1CC1)NCc1ccco1` gave SSB-PriA inh -7.0.
Screening COc1ccc(NC(=O)Cn2nc3c4cccc(C)c4ncn3c2=O)cc1Cl returned SSB-PriA inh -16.0.
`CCc1nnc(-c2ccc(NC(=O)c3ccccc3)cc2)o1` gave SSB-PriA inh -4.0.
COc1ccccc1CCNC(=O)C(=O)Nc1cc(C)on1 was read as SSB-PriA inh -7.0.
For O=C(CCCC(=O)N1CC(S(=O)(=O)c2ccc(F)cc2)C1)c1ccccc1 the results were SSB-PriA inh -11.0.
Screening Cn1cnc(S(=O)(=O)NCC[C@H](O)c2cccs2)c1 returned SSB-PriA inh -3.0.
Screening O=C(NCc1ccc(C(O)c2cccs2)s1)c1ccc(Cl)s1 (configuration not stated) returned SSB-PriA inh -29.0.
`COc1ncc(C(=O)N2CCN(c3cccc(C)c3C)CC2)cn1` gave SSB-PriA inh -4.0.
O=C(NC1CC(=O)N(c2ccc3c(c2)OCCO3)C1)NN1CCOCC1 (configuration not stated) was read as SSB-PriA inh -9.0.

At a glance, part of the list above:
Screening Cn1cnc(S(=O)(=O)NCC[C@H](O)c2cccs2)c1 returned SSB-PriA inh -3.0.
Screening O=C(NCc1ccc(C(O)c2cccs2)s1)c1ccc(Cl)s1 (configuration not stated) returned SSB-PriA inh -29.0.
`COc1ncc(C(=O)N2CCN(c3cccc(C)c3C)CC2)cn1` gave SSB-PriA inh -4.0.
O=C(NC1CC(=O)N(c2ccc3c(c2)OCCO3)C1)NN1CCOCC1 (configuration not stated) was read as SSB-PriA inh -9.0.

New compounds follow:
`COc1ccc2cc(Br)ccc2c1CC(=O)Nc1ncc([N+](=O)[O-])s1` gave SSB-PriA inh -1.0.
Screening Cc1nc(-c2ccccc2)sc1C(=O)Nc1c(C)nc(N2CCCC2)nc1C returned SSB-PriA inh -21.0.
`Cn1nc(CNC(=O)NCc2ccc(Cl)cc2)c2c1CCOC2` gave SSB-PriA inh -3.0.
`Cc1nc2ccccc2c(=O)n1N=Cc1ccc(O)cc1O` gave SSB-PriA inh -3.0.
`O=C(NCCn1ccnc1C1CC1)c1ccc(S(=O)(=O)N2CCCC2)cc1` gave SSB-PriA inh -26.0.
COC(CNC(=O)Nc1ccccc1C(F)(F)F)c1ccsc1 (configuration not stated) was read as SSB-PriA inh -9.0.
`COc1ccc(Nc2nc(Nc3ccc4c(c3)OCO4)nc(N3CCOCC3)n2)cc1` gave SSB-PriA inh 38.0*.
CCCc1c(C(=O)NCc2ccco2)cnn1-c1nc(C)c(C)c(=O)[nH]1 was read as SSB-PriA inh -4.0.
For Cc1ccc(CS(=O)(=O)N(Cc2ccsc2)C2CC2)cc1 the results were SSB-PriA inh -28.0.
Screening O=C(NN=Cc1cc(Br)ccc1O)C(c1ccncc1)N1CCOCC1 (configuration not stated) returned SSB-PriA inh 14.6.
For FC(F)Oc1ccc(NC(=S)NCCCn2ccnc2)cc1 the results were SSB-PriA inh 14.0.
For COc1ccc(C=NNC(=O)C(Cc2c[nH]c3ccccc23)NC(=O)OCC(C)C)cc1[N+](=O)[O-] (configuration not stated) the results were SSB-PriA inh 4.7.
`Cc1ccc(C=NNC(=O)c2nnn(-c3nonc3N)c2CN(C)C)s1` gave SSB-PriA inh -7.2.
`COc1ccc(NC(=O)CSC2CC(=O)N(c3ccc(C)c(C)c3)C2=O)cc1` (configuration not stated) gave SSB-PriA inh 4.0.
Screening CC(=NO)C(=O)NCCCn1ccnc1 returned SSB-PriA inh 16.6.
For COc1ccc(C=NNC(=O)c2ccccc2)cc1OS(=O)(=O)c1ccccc1 the results were SSB-PriA inh -21.4.
For CC(=NNS(=O)(=O)c1ccc(Br)cc1)c1ccc(NC(=O)c2ccc(C)o2)cc1 the results were SSB-PriA inh -1.6.
CSCCC(NC(C)=O)C(=O)NC1CCC(Oc2cnccn2)CC1 (configuration not stated) was read as SSB-PriA inh -4.0.
For CSc1ncc(Cl)c(C(=O)Nc2ccccc2C(F)(F)F)n1 the results were SSB-PriA inh -1.0.
For CN(C)CC#CCNS(=O)(=O)c1ccc(Br)cc1 the results were SSB-PriA inh -7.0.
`Cc1ccccc1NC(=O)CSc1ccc(NC(=O)C2CC2)nn1` gave SSB-PriA inh -1.0.
O=C(Cn1ccc2ccccc21)N1CCC(Oc2ncccc2Br)CC1 was read as SSB-PriA inh 13.0.
`Cn1cccc1Cc1nnc(SCC(=O)Nc2ccc3c(c2)OCCO3)n1-c1ccc(Cl)cc1` gave SSB-PriA inh 80.1*.
O=C(c1ccc(Br)o1)N1N=C(c2cccs2)CC1c1ccc(Br)cc1 (configuration not stated) was read as SSB-PriA inh -3.0.
Screening O=C(c1nc2ccccc2s1)N1CCC(S(=O)(=O)c2ccc(F)cc2)CC1 returned SSB-PriA inh 2.0.
CCOC(=O)N1CCN(C(=O)c2coc(NC(=O)C3CC3)n2)CC1 was read as SSB-PriA inh 9.0.
`O=S(=O)(C1CC1)N(Cc1cnc2ccccn12)C1CC1` gave SSB-PriA inh -11.0.
Screening CCOC(=O)c1c(NC(=O)C(C)Sc2cn(CCNC(=O)c3ccc(Cl)cc3Cl)c3ccccc23)sc2c1CCC2 (configuration not stated) returned SSB-PriA inh -15.0.
For CC(C)(C)C(COc1ccccc1[N+](=O)[O-])=NO the results were SSB-PriA inh -7.0.
Screening N#Cc1c(NC(=O)c2cc(Cl)ccc2Cl)sc2c1CCN(Cc1ccccc1)C2 returned SSB-PriA inh -18.0.
Screening CN(C)Cc1c(C(=O)NN=CC2CC=CCC2)nnn1-c1nonc1N (configuration not stated) returned SSB-PriA inh -9.6.
Screening NCC1(O)CCc2ccccc21 (configuration not stated) returned SSB-PriA inh 4.0.
Screening O=C1OC2(CCN(C(=O)Nc3ccc(F)cc3)CC2)c2ccccc21 returned SSB-PriA inh -26.0.
For Cn1c(-c2ccccn2)nn(CCNC(=O)c2nc3ccccc3s2)c1=O the results were SSB-PriA inh 7.0.
For CCn1nccc1C(=O)N(Cc1ccccn1)c1nc2c(OC)ccc(C)c2s1 the results were SSB-PriA inh -10.0.
COc1ccc(C)c2sc(N(Cc3ccccn3)C(=O)c3ccco3)nc12 was read as SSB-PriA inh 1.0.
CNC(=S)N=C(Nc1ccc(C)cc1)c1ccccc1 was read as SSB-PriA inh 3.8.
For Cc1ccc(-c2csc3nnc(SCC(=O)c4ccc(Cl)cc4)n23)cc1 the results were SSB-PriA inh -3.0.
Screening NCc1nc2ccc(Cl)cc2[nH]1 returned SSB-PriA inh -2.0.
CC(C)n1cnc(S(=O)(=O)NCc2cncc(-c3cccs3)c2)c1 was read as SSB-PriA inh 14.0.
For NC(=NOC(=O)CCC1CCCCC1)c1cccnc1 the results were SSB-PriA inh -20.8.
For Brc1ccccc1C1CN(C2CC2)CCN1 (configuration not stated) the results were SSB-PriA inh 4.0.
`CON=C(CS(=O)(=O)c1ccc(C)cc1)c1ccc(OC)cc1` gave SSB-PriA inh -10.3.
Screening CC(=O)Nc1c(-c2ccc(C)cc2)c(=O)c2ccccc2n1C returned SSB-PriA inh -12.0.
Screening CC(C)(C)C(=O)N1CCc2ccc(NC(=O)COc3ccc(Cl)cc3)cc21 returned SSB-PriA inh 12.0.
`Cc1cccc(-c2noc(CSc3nc4ccccc4c(=O)n3C)n2)c1` gave SSB-PriA inh -9.0.
Cc1cccn2cc(-c3ccc(NC(=O)COc4ccccc4)cc3)nc12 was read as SSB-PriA inh 34.0.
`O=C(NCc1ccnc(-c2cccs2)c1)c1ccc(Cl)s1` gave SSB-PriA inh -12.0.

Grouped by structure: those above with a nitro group on carbon
Screening O=C(Nc1nc(-c2ccc([N+](=O)[O-])cc2)cs1)c1ccno1 returned SSB-PriA inh 0.0.
CON=Cc1ccc(N2CCN(C(=O)c3cccc(Cl)c3)CC2)c([N+](=O)[O-])c1 was read as SSB-PriA inh 25.4.
CC(=NNC(=O)c1ccccc1)c1ccc(C)c([N+](=O)[O-])c1 was read as SSB-PriA inh -11.9.
`COc1ccc2cc(Br)ccc2c1CC(=O)Nc1ncc([N+](=O)[O-])s1` gave SSB-PriA inh -1.0.
For COc1ccc(C=NNC(=O)C(Cc2c[nH]c3ccccc23)NC(=O)OCC(C)C)cc1[N+](=O)[O-] (configuration not stated) the results were SSB-PriA inh 4.7.
For CC(C)(C)C(COc1ccccc1[N+](=O)[O-])=NO the results were SSB-PriA inh -7.0.

Next part.
`CCc1nnc(-c2cccc(OCC(=O)Nc3cccc(NC(C)=O)c3)c2)o1` gave SSB-PriA inh -8.0.
`Cc1c(Cl)cccc1N1CCN(C[C@H](O)COc2ccc(C(=O)c3ccccc3)cc2)CC1` gave SSB-PriA inh -14.0.
Screening COc1cc([N+](=O)[O-])cc2sc(NC(=O)CS(=O)(=O)c3ccccc3)nc12 returned SSB-PriA inh -10.0.
`CN1C(=O)c2cccc(NC(=O)c3c(F)cccc3Cl)c2C1=O` gave SSB-PriA inh -1.0.
`CCN1CCCc2cc(CCNC(=O)C(=O)Nc3cccc(NC(C)=O)c3)ccc21` gave SSB-PriA inh 54.0*.
Screening Cc1cc(C)nc(N=C(N)C2=C(O)CC(C)(C)CC2=O)n1 returned SSB-PriA inh -17.6.
`O=C(NC1CCN(c2cc(C(F)(F)F)ncn2)CC1)c1ccoc1` gave SSB-PriA inh 0.0.
`CSC(=NS(=O)(=O)c1cccs1)NC(=O)CSc1nc2ccccc2s1` gave SSB-PriA inh 5.2.
O=C(c1ccccn1)N1CCN(C(=O)C2CC2c2ccccc2)CC1 (configuration not stated) was read as SSB-PriA inh -12.0.
Screening Cc1ccc(NC(=O)Oc2ccccc2)cc1N1CCCC1=O returned SSB-PriA inh -18.0.
Screening O=C(c1ccccc1)c1ccc(OCC(O)Cn2cnc3ccccc32)cc1 (configuration not stated) returned SSB-PriA inh 8.0.
O=S(=O)(c1ccccc1)N1CCN(CCn2ccnc2)CC1 was read as SSB-PriA inh -6.0.
Screening O=C(NCC1(CO)CC1)Nc1ccccc1C(F)(F)F returned SSB-PriA inh -3.0.
For COc1ccc(-c2cc3ccc(OS(C)(=O)=O)cc3oc2=O)cc1 the results were SSB-PriA inh -1.0.
`O=[N+]([O-])c1cc(Br)c(O)c(C=NNc2nnnn2-c2cccc3ccccc23)c1` gave SSB-PriA inh -24.0.
`CCOc1ccc(-n2nnc(C(=O)OCc3cccc(C(F)(F)F)c3)c2C)cc1` gave SSB-PriA inh -3.0.
Screening O=C(NN=Cc1ccco1)c1cccc(N2Cc3ccccc3C2)c1 returned SSB-PriA inh -5.1.

Screening data from PubChem BioAssay.
